KCNK9 inh: inhibitors of human KCNK9 two-pore domain potassium channel; HEK293 KCNK9, FluxOR thallium flux fluorescence; hits give low values; B-score at 10 µM; 1.2% of 310,000 active; AID 488922;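 active = ratio B-score over 3 SD below the library mean, with starting fluorescence within 5 SD of its mean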;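 note: negative B-score means less thallium flux so channel inhibition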
Target sequence (Q9NPC2 whole entry, looked up, the tested form may be a part): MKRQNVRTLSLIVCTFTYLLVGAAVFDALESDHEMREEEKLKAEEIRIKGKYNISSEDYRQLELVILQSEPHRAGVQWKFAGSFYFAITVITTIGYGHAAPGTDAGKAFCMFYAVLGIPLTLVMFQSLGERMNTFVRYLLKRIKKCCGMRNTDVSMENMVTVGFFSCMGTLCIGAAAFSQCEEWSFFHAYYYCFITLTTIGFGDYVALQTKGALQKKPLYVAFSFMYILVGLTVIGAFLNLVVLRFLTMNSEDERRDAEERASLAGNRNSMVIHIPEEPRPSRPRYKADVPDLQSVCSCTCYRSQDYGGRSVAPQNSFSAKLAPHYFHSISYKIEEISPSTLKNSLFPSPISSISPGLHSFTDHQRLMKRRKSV
TMEM16A inh: inhibitors of mouse TMEM16A calcium-activated chloride channel | HEK293 TMEM16A/YFP iodide influx fluorescence, ionomycin | normalized B-score (activity score, 25-100; higher = stronger inhibition) at 10 µM | 1.2% of 310,000 active | AID 588511;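 active = ratio plate-corrected score three or more library SD toward inhibition, starting fluorescence score within five deviations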;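 note: score derived from kinetic fluorescence span divided by baseline fluorescence per well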
TRPC4 agonist: opens the mouse TRPC4 cation channel. 0.49% of 310,000 active. B-score at 10 µM. HEK293 TRPC4beta/mu-opioid, Fluo4 calcium fluorescence; hits give high values. AID 2237;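 active = B-score above 5 SD of library B-scores, and initial fluorescence ratio not above library mean plus 5 SD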;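 note: positive B-score marks a calcium rise read as TRPC4 activation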
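system = HEK293 cells stably co-expressing mouse TRPC4beta and mu-opioid receptor | schedule = Fluo4 dye loading 45 min at room temperature, 110 s recording | measure = B-scored integrated calcium fluorescence ratio | signal = Fluo4 calcium-sensitive dye fluorescence, kinetic, 1 Hz baseline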
hERG protect: hERG (human) protection from proarrhythmic block; Q12809; CHO-hERG, FluxOR thallium flux, dofetilide IC70 present; activation (rescue from dofetilide block), less the hit threshold, % at 10 µM; 0.51% of 310,000 active; AID 1511;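 active = activation above the mean of controls blocked by dofetilide plus 5 SD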;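 note: thallium influx through hERG after potassium depolarization seen as dye fluorescence rise; in these data hits start at about 4.7%; inactives centre near -7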
DYRK1A inh: Dyrk1A (rat) kinase inhibition | Q63470 | ADP-Glo luminescence, NFATc1 peptide | inhibition, % at 12.5 µM | 0.43% of 310,000 active; in the data active = inhibition above about 50%;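 note: plate controls were vehicle with enzyme for no effect and no enzyme for full effect; many of its hits are not listed in these tables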
TRPC4 potent: TRPC4 (mouse) allosteric potentiation. Q9QUQ5. HEK293 TRPC4beta/mu-opioid, DAMGO EC20, Fluo-4 Ca2+ flux; hits give high values. B-score at 10 µM. 0.42% of 310,000 active;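 active = B-score of calcium response area above 5 SD of library B-scores, with initial fluorescence ratio within 5 SD of library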;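 note: B-score of integrated fluorescence ratio over time as area under calcium response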
HDAC3 inhib: human HDAC3 inhibition | O15379 | recombinant HDAC3, fluorogenic peptide/trypsin coupled, fluorescence | inhibition, % at 8.3 µM | 0.15% of 320,000 active | AID 2718; in the data active = inhibition above about 26%, passing the limit was not always enough
Target sequence (O15379 whole entry, looked up): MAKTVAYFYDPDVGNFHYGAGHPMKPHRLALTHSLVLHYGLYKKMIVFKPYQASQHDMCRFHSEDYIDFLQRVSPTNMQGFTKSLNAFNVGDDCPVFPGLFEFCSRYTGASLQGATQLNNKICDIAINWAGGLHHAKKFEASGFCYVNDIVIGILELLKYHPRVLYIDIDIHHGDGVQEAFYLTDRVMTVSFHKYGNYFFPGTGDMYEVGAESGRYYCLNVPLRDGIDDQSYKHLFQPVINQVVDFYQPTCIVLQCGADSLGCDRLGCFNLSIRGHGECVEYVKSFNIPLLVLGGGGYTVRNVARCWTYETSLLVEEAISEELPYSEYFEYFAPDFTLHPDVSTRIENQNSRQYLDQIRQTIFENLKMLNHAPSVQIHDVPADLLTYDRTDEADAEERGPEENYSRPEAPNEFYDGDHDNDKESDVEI
TMEM16A act: activates or potentiates the mouse TMEM16A chloride channel | Q8BHY3 | 0.3% of 340,000 active | HEK293 TMEM16A/YFP-H148Q/I152L, iodide quench fluorescence; hits give low values | B-score at 10 µM;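 active = fluorescence-ratio B-score plate-corrected deviation score at least 3 library SD below zero, with starting fluorescence score within 5 deviations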;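 note: channel opened by trigger with iodide after compound preincubation; score built on the fluorescence ratio of max minus min over baseline; more negative score means more quench and so TMEM16A activation or potentiation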
KCNQ1 act: potentiators or activators of human KCNQ1 potassium channel. B-score at 10 µM. 0.35% of 310,000 active. CHO-K1 KCNQ1, thallium flux FluxOR fluorescence; hits give high values. P51787;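 active = fluorescence ratio B-score, a plate-corrected score, at least three library SD, with initial intensity B-score within 5 SD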
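assay system = CHO-K1 cells stably expressing KCNQ1 | medium = assay buffer, equal DMSO in all wells | timing = 37 °C overnight plating, 90-min dark dye load, 20-min compound pretreatment | measured by = kinetic FluxOR thallium fluorescence, 10-s 1-Hz baseline, 110-s post-stimulus read | measure = fluorescence change relative to baseline, converted to B score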
KCNK3 inh: human KCNK3 channel inhibition, primary screen; O14649; B-score at 10 µM; 0.84% of 340,000 active; CHO-KCNK3 thallium flux, FluxOR fluorescence; hits give low values; AID 602410;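 active = B-score under library mean minus 4 SD, starting fluorescence ratio at most library mean plus 5 SD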;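 note: more negative B-score means stronger inhibition of thallium flux through KCNK3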
KCNQ1 block: inhibitors of human KCNQ1 potassium channel; CHO-K1 KCNQ1, FluxOR thallium flux fluorescence; hits give high values; B-score at 10 µM; 1.3% of 310,000 active;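 active = compounds whose thallium flux B-score, printed positive for inhibition, exceeds three library SD while starting fluorescence stays within three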;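 note: channel opened by potassium depolarization with thallium stimulus after 20 min compound exposure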
An asterisk follows results filed as active. An excerpt; the hit share may differ from the screen's.

Cc1cc(N2CCC(C(=O)NC3CCCCC3)CC2)nc(-c2ccccc2)n1 was read as KCNK9 inh inactive, TMEM16A inh inactive, TRPC4 agonist inactive, hERG protect -3.3, DYRK1A inh -6.7, TRPC4 potent inactive, HDAC3 inhib -2.7, TMEM16A act inactive, KCNQ1 act inactive, KCNK3 inh inactive and KCNQ1 block inactive.
`CC(C)CCn1c(CN(C)Cc2ccccc2)nc2c1c(=O)n(C)c(=O)n2C` gave KCNK9 inh inactive, TMEM16A inh inactive, TRPC4 agonist inactive, hERG protect -22.7, DYRK1A inh -5.0, TRPC4 potent inactive, HDAC3 inhib -3.2, TMEM16A act inactive, KCNQ1 act inactive, KCNK3 inh inactive and KCNQ1 block inactive.
`O=C(CNCC1CCCCC1)Nc1ccc(OC(F)(F)F)cc1` gave KCNK9 inh inactive, TMEM16A inh inactive, TRPC4 agonist 43*, hERG protect -20.3, DYRK1A inh 3.3, TRPC4 potent inactive, HDAC3 inhib 8.3, TMEM16A act inactive, KCNQ1 act 20*, KCNK3 inh inactive and KCNQ1 block inactive.
`N#Cc1cccc(C#N)c1N1CCC(C#N)CC1` gave KCNK9 inh inactive, TMEM16A inh inactive, TRPC4 agonist inactive, hERG protect -8.9, DYRK1A inh 1.5, TRPC4 potent inactive, HDAC3 inhib -15.4, TMEM16A act inactive, KCNQ1 act inactive, KCNK3 inh inactive and KCNQ1 block inactive.
Screening CC(C)[C@H](NC(=O)[C@@H]1Cc2ccccc2CN1C(=O)OC(C)(C)C)C(=O)NCC1CCC(C(=O)O)CC1 (some centres undefined) returned KCNK9 inh inactive, TMEM16A inh inactive, TRPC4 agonist inactive, hERG protect -8.0, DYRK1A inh -0.6, TRPC4 potent inactive, HDAC3 inhib 3.3, TMEM16A act inactive, KCNQ1 act inactive, KCNK3 inh inactive and KCNQ1 block inactive.
For NS(=O)(=O)c1ccc(CCNC(=O)C2CCCN2C(=O)OCc2ccccc2)cc1 (centres undefined) the results were KCNK9 inh inactive, TMEM16A inh inactive, TRPC4 agonist inactive, hERG protect -8.7, DYRK1A inh 1.6, TRPC4 potent inactive, HDAC3 inhib -13.8, TMEM16A act inactive, KCNQ1 act inactive, KCNK3 inh inactive and KCNQ1 block inactive.
Screening CCCCCCC(=O)Nc1ccc(C(=O)N/N=C/c2cccnc2)cc1 returned KCNK9 inh inactive, TMEM16A inh inactive, TRPC4 agonist inactive, hERG protect -3.5, DYRK1A inh 7.8, TRPC4 potent inactive, HDAC3 inhib 3.5, TMEM16A act inactive, KCNQ1 act inactive, KCNK3 inh inactive and KCNQ1 block inactive.
Screening COc1cc(NC(=O)CSc2nc(C)c(C)c(C)n2)cc(OC)c1 returned KCNK9 inh inactive, TMEM16A inh inactive, TRPC4 agonist inactive, hERG protect 7.5*, DYRK1A inh 0.5, TRPC4 potent inactive, HDAC3 inhib 2.1, TMEM16A act inactive, KCNQ1 act inactive, KCNK3 inh inactive and KCNQ1 block inactive.
For CCc1cc(=O)n2[nH]c(C)c(-c3ccc(OC)cc3)c2n1 the results were KCNK9 inh inactive, TMEM16A inh inactive, TRPC4 agonist inactive, hERG protect -8.2, TRPC4 potent inactive, HDAC3 inhib 19.5, TMEM16A act inactive, KCNQ1 act inactive, KCNK3 inh inactive and KCNQ1 block inactive.
`O=c1ccc(-c2ccc(S(=O)(=O)N3CCN(c4ccccc4)CC3)o2)n[nH]1` gave KCNK9 inh inactive, TMEM16A inh inactive, TRPC4 agonist inactive, hERG protect -6.2, DYRK1A inh -4.0, TRPC4 potent inactive, HDAC3 inhib 3.1, TMEM16A act inactive, KCNQ1 act inactive, KCNK3 inh inactive and KCNQ1 block inactive.
For Cc1ccc(S(=O)(=O)Oc2cccc(/C=N/Nc3ccc(C(=O)O)cc3)c2)cc1 the results were KCNK9 inh inactive, TMEM16A inh inactive, TRPC4 agonist inactive, hERG protect -5.3, DYRK1A inh 4.8, TRPC4 potent inactive, HDAC3 inhib 13.4, TMEM16A act inactive, KCNQ1 act inactive, KCNK3 inh inactive and KCNQ1 block inactive.
For CC1=NN(c2ccccc2C(=O)O)C(=O)C1N=Nc1ccccc1 (centres undefined) the results were KCNK9 inh inactive, TMEM16A inh inactive, TRPC4 agonist inactive, hERG protect -3.1, DYRK1A inh 4.2, TRPC4 potent inactive, HDAC3 inhib 3.7, TMEM16A act inactive, KCNQ1 act inactive, KCNK3 inh inactive and KCNQ1 block inactive.
Screening Cn1ncc(N2CCN(S(=O)(=O)c3ccc(Br)cc3)CC2)c(Cl)c1=O returned KCNK9 inh inactive, TMEM16A inh inactive, TRPC4 agonist inactive, hERG protect -5.7, DYRK1A inh -0.5, TRPC4 potent inactive, HDAC3 inhib 3.8, TMEM16A act inactive, KCNQ1 act inactive, KCNK3 inh inactive and KCNQ1 block inactive.
`Cc1ccccc1SCC(=O)Nc1cccc(C#N)c1` gave KCNK9 inh inactive, TMEM16A inh inactive, TRPC4 agonist inactive, hERG protect -7.3, DYRK1A inh 8.3, TRPC4 potent inactive, HDAC3 inhib -1.4, TMEM16A act inactive, KCNQ1 act inactive, KCNK3 inh inactive and KCNQ1 block inactive.
`Cc1cccc(C)c1NC(=O)N1C2CCCC1CC(NC(=O)C(C)(C)C)C2` (centres undefined) gave KCNK9 inh inactive, TMEM16A inh inactive, TRPC4 agonist inactive, hERG protect -13.2, DYRK1A inh -9.3, TRPC4 potent inactive, HDAC3 inhib -2.7, TMEM16A act inactive, KCNQ1 act inactive, KCNK3 inh inactive and KCNQ1 block inactive.

Reprinted at random: 2 compounds from above, in no set order.
Screening CC(C)[C@H](NC(=O)[C@@H]1Cc2ccccc2CN1C(=O)OC(C)(C)C)C(=O)NCC1CCC(C(=O)O)CC1 (some centres undefined) returned KCNK9 inh inactive, TMEM16A inh inactive, TRPC4 agonist inactive, hERG protect -8.0, DYRK1A inh -0.6, TRPC4 potent inactive, HDAC3 inhib 3.3, TMEM16A act inactive, KCNQ1 act inactive, KCNK3 inh inactive and KCNQ1 block inactive.
`CC(C)CCn1c(CN(C)Cc2ccccc2)nc2c1c(=O)n(C)c(=O)n2C` gave KCNK9 inh inactive, TMEM16A inh inactive, TRPC4 agonist inactive, hERG protect -22.7, DYRK1A inh -5.0, TRPC4 potent inactive, HDAC3 inhib -3.2, TMEM16A act inactive, KCNQ1 act inactive, KCNK3 inh inactive and KCNQ1 block inactive.

More entries follow:
COc1ccc(-c2csc(NC(=O)C3CCN(C(=O)c4ccc(F)cc4)CC3)n2)cc1OC was read as KCNK9 inh inactive, TMEM16A inh 100*, TRPC4 agonist inactive, hERG protect -11.7, DYRK1A inh -6.1, TRPC4 potent inactive, HDAC3 inhib -3.5, TMEM16A act inactive, KCNQ1 act inactive, KCNK3 inh inactive and KCNQ1 block inactive.
`Cc1ccc(NC(=O)c2cnn(-c3ccccc3)c2C)cc1C` gave KCNK9 inh inactive, TMEM16A inh inactive, TRPC4 agonist inactive, hERG protect -7.8, DYRK1A inh -2.7, TRPC4 potent inactive, HDAC3 inhib 3.3, TMEM16A act inactive, KCNQ1 act inactive, KCNK3 inh inactive and KCNQ1 block inactive.
For Cc1ccc(C)c(S(=O)(=O)NNC(=O)Nc2ccccc2Cl)c1 the results were KCNK9 inh inactive, TMEM16A inh inactive, TRPC4 agonist inactive, hERG protect -10.3, DYRK1A inh 4.9, TRPC4 potent inactive, HDAC3 inhib 0.8, TMEM16A act inactive, KCNQ1 act inactive, KCNK3 inh inactive and KCNQ1 block inactive.
`COc1ccc(/C=C(\NC(=O)c2ccc([N+](=O)[O-])cc2)C(=O)NCCCN2CCOCC2)cc1` gave KCNK9 inh inactive, TMEM16A inh inactive, TRPC4 agonist inactive, hERG protect -13.4, DYRK1A inh -0.4, TRPC4 potent inactive, HDAC3 inhib 0.2, TMEM16A act inactive, KCNQ1 act inactive, KCNK3 inh inactive and KCNQ1 block inactive.
`Cc1ccc(N(C(=O)c2cc3ccccc3oc2=O)C2C=CS(=O)(=O)C2)cc1` (centres undefined) gave KCNK9 inh inactive, TMEM16A inh inactive, TRPC4 agonist inactive, hERG protect -7.4, DYRK1A inh -3.5, TRPC4 potent inactive, HDAC3 inhib -1.5, TMEM16A act inactive, KCNQ1 act inactive, KCNK3 inh inactive and KCNQ1 block inactive.
Screening COc1ccc(Nc2nc(N3CCCCC3)nc3ccccc23)c(OC)c1 returned KCNK9 inh inactive, TMEM16A inh inactive, TRPC4 agonist inactive, hERG protect -17.1, DYRK1A inh -0.1, TRPC4 potent inactive, HDAC3 inhib 0.8, TMEM16A act inactive, KCNQ1 act inactive, KCNK3 inh inactive and KCNQ1 block 12*.
COc1ccc(C)cc1NC(=S)NNC(=O)c1c(Br)cnn1C was read as KCNK9 inh inactive, TMEM16A inh inactive, TRPC4 agonist inactive, hERG protect 7.0*, DYRK1A inh 13.1, TRPC4 potent inactive, HDAC3 inhib 3.7, TMEM16A act inactive, KCNQ1 act inactive, KCNK3 inh inactive and KCNQ1 block inactive.
For COc1ccc(CN2C(=NC(=O)COc3ccccc3)SC3CS(=O)(=O)CC32)cc1 (centres undefined) the results were KCNK9 inh inactive, TMEM16A inh inactive, TRPC4 agonist inactive, hERG protect -8.1, DYRK1A inh 2.5, TRPC4 potent inactive, HDAC3 inhib -0.7, TMEM16A act inactive, KCNQ1 act inactive, KCNK3 inh inactive and KCNQ1 block inactive.
For CCOC(=O)/C(N=Nc1cc(C(=O)O)cc(C(=O)O)c1)=C(\O)CCl the results were KCNK9 inh inactive, TMEM16A inh inactive, TRPC4 agonist inactive, hERG protect -5.2, DYRK1A inh -3.8, TRPC4 potent inactive, HDAC3 inhib -2.8, TMEM16A act inactive, KCNQ1 act inactive, KCNK3 inh inactive and KCNQ1 block inactive.
`Cc1cccc(N2CC(C(=O)Nc3nnc(SCc4ccccn4)s3)CC2=O)c1` (centres undefined) gave KCNK9 inh inactive, TMEM16A inh inactive, TRPC4 agonist inactive, hERG protect -8.3, DYRK1A inh -0.2, TRPC4 potent inactive, HDAC3 inhib -6.2, TMEM16A act inactive, KCNQ1 act inactive, KCNK3 inh inactive and KCNQ1 block inactive.
COC(=O)Cc1nnc(SCC(=O)Nc2ccccc2)c2ccccc12 was read as KCNK9 inh inactive, TMEM16A inh inactive, TRPC4 agonist inactive, hERG protect -7.8, DYRK1A inh -3.5, TRPC4 potent inactive, HDAC3 inhib 9.1, TMEM16A act inactive, KCNQ1 act inactive, KCNK3 inh inactive and KCNQ1 block inactive.
COc1ccc(C)cc1-n1nnnc1SCn1nnc2ccccc2c1=O was read as KCNK9 inh inactive, TMEM16A inh inactive, TRPC4 agonist inactive, hERG protect -5.0, DYRK1A inh 0.2, TRPC4 potent inactive, HDAC3 inhib 4.9, TMEM16A act inactive, KCNQ1 act inactive, KCNK3 inh inactive and KCNQ1 block inactive.

Screening data: PubChem BioAssay, several laboratories
